Bioassay records from PubChem.
Sm TGR block – S. mansoni TGR enzyme inhibition. Q962Y6. purified TGR, DTNB reduction, TNB absorbance 405 nm. Potency, µM (titrated, usually from 114 µM), without a hit: top-dose activity change, negative = inhibition, actives largely listed as inhibitors. actives 3% (n = 360,000). AID 485364; note: nearly all actives have a fitted effect of over 60% in size
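Kinetic colorimetric format: TGR-catalysed, NADPH-driven DTNB reduction monitored via TNB absorbance. Enzyme dispensed at 20 nM; compound exposure 15 min at room temperature before reaction start.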
Pf growth 96h – P. falciparum growth inhibition at 96 hours; Potency, µM (highest dose often 28.7 µM), for the others: at the top dose activity change, negative = inhibition, actives largely listed as inhibitors; actives 6.9% (n = 320,000); P. falciparum luciferase reporter growth, 96 h
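Readout is luminescence from an integrated firefly luciferase in P. falciparum. Red cells, 2% hematocrit and 0.05% parasitemia final, were cultured with compound through two parasite generations (96 hours) at 37 C, 5% CO2.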
Pf growth 48h – P. falciparum growth inhibition at 48 hours (one generation); Potency, µM (series often up to 28.7 µM), without a hit: top-dose activity change, negative = inhibition, hits mostly inhibitors; actives 5.9% (n = 310,000); P. falciparum luciferase growth in erythrocytes, 48 h
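Parasite viability was followed by luminescence of a genomically integrated firefly luciferase. Cultures held 0.1% parasitemia at 2% hematocrit (final), incubated under 5% CO2 at 37 C.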
HCV inh – HCV inhibition. Huh7.5.1 HCVcc-Cre infection, luciferase reporter, 44 h. Potency, µM (series often up to 41.8 µM), without a hit: at the highest dose activity change, negative = inhibition, usual class: inhibitors. actives 3.4% (n = 340,000). AID 651820
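Compounds are dispensed onto cells plated 4 h earlier at 1,000 per well, with HCVcc-Cre virus (about 0.5 moi) added next. Following 44 h of culture, luminescent signal is measured for 15 sec after 15 min with substrate at room temperature.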
LmPK inhibitor – inhibitors of Leishmania mexicana pyruvate kinase | Q27686 | purified LmPK, Kinase-Glo ATP luminescence, 1 h | Potency, µM (doses to about 57.5 µM), for inactives: at the top dose activity change, negative = inhibition, actives largely listed as inhibitors | actives 0.37% (n = 290,000) | AID 1721
Target sequence (Q27686 whole entry, looked up): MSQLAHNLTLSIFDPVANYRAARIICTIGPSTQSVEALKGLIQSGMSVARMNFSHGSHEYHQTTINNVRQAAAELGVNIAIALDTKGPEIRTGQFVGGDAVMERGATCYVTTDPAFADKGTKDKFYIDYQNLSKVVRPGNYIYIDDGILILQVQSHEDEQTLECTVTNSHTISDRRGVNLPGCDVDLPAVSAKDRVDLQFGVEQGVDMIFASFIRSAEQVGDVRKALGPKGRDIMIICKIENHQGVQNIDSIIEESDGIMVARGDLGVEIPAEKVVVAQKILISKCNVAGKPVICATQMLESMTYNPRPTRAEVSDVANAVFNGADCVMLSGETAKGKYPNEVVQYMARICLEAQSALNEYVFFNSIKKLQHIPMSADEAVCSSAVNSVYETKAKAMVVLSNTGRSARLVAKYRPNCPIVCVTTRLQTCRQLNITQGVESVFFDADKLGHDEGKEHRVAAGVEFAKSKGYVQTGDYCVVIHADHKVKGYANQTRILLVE
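In 50 mM imidazole pH 7.2 with 7 mM MgCl2, LmPK (0.1 nM) turned over PEP (0.5 mM) and ADP (0.1 mM) for 1 h at room temperature. Luciferase read-out of ATP.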
Tb PYK inh – blocks Trypanosoma brucei pyruvate kinase; actives 0.12% (n = 410,000); AID 624173; TbPYK enzyme, Kinase-Glo Plus ATP luminescence, 45 min; Q57TT1; Potency, µM (top dose mostly 76.8 µM), inactives show at the top dose activity, negative = inhibition, hits mostly inhibitors; note: nearly all actives have a fitted effect of over 50% in size
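Readout: single end-point luminescence (Kinase-Glo Plus, 10 min). Reaction conditions were TbPYK/substrate plus 130 uM ADP, 45 min at RT, pH 7.2 TEA buffer. No-enzyme wells served as controls, and data were normalized before concentration-response fitting.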
* marks the source's active call; other numbers are inactive results; ? = inconclusive; . = not tested or not shown; & = joins results of further samples; [ ] = remark or other dose. Calls come from the whole dose curve; as a rule, active = well fitted curve in the direction sought with a large enough effect; inconclusive = small, poorly fitted or top-dose-only effect, or another doubt; inactive = no such curve, though single readings can be large; an effect the other way counts as inactive or inconclusive. % is set by controls: 0 for no effect and ±100 for the full control effect; potency is the fitted concentration of half-maximal effect. No enrichment for hits. About 16% of those tested had a hit in this group.

The line under a structure holds: Sm TGR block, Tb PYK inh, HCV inh, Pf growth 96h, LmPK inhibitor, Pf growth 48h
#1 CCN(CC)CCCNC(=O)C1CCC(=O)N(c2ccc(OC)cc2)C1c1ccc(F)cc1 (centres undefined)
 : -7%, 1%, 3%, 2%, 3%, 7%
#2 O=c1[nH]c(=S)c2c(n1-c1ccccc1)CCC2
 : -7%, -1%, ?, -2%, 0%, 2%
#3 CCCCCCC1CC(CCC(=O)Nc2ccc([N+](=O)[O-])cc2)C(=O)O1 (centres undefined)
 : -8%, -3%, 4%, -24%, 1%, ?
#4 Cc1cc(C)c(Cc2c(C)nc3c(C(=O)NCc4ccco4)cnn3c2C)c(C)c1
 : -7%, -7%, 8.9µM*, 12µM*, 7%, .
#5 COc1ccccc1C(=O)NC(CCSC)C(=O)NNC(=O)c1ccc(F)cc1 (centres undefined)
 : 4%, 9%, -12%, 3%, -6%, -1%
#6 COc1ccc(N(CC(=O)Nc2cc(C(=O)O)ccc2C)S(=O)(=O)c2c(C)noc2C)cc1
 : -21%, 6%, 9%, 22%, -4%, 14%
#7 CCn1c(O)c(C=NCc2ccccc2)sc1=S
 : 0%, -2%, -15%, 0%, -1%, 0%
#8 COc1ccc(CCC(=O)N(c2nnc(-c3cccnc3)s2)C(C)C)cc1
 : 14%, -8%, 17%, ?, -2%, ?
#9 O=C(NCCCc1ccccc1)c1ccccc1
 : ?, 7%, 12%, 9.3µM*, -4%, 30%
#10 CCOC(=O)c1ccc(S(=O)(=O)Nc2cc(C(=O)O)ccc2Cl)cc1
 : -7%, -20%, 12%, 10%, 2%, -2%
#11 CCOc1ccc(NS(=O)(=O)c2ccc(C(=O)N(C)CCc3ccc(OC)c(OC)c3)cc2)cc1
 : 5%, 4%, ., 40%[activator], 0%, 32%[activator]
#12 COCC1CCCN(Cc2cn(Cc3ccccc3)nc2-c2cc3ccccc3o2)C1 (centres undefined)
 : 3%, -2%, ?, -17%, -4%, ?
#13 CC(C)(C)NC(=O)c1cnn2c1NC(c1ccc(F)cc1)CC2C(F)(F)F (centres undefined)
 : 4%, -11%, 16%, 45%[activator], 2%, 8%
#14 Cc1ccc(NC(=O)CNc2ccccc2N2CCCC2=O)cc1S(=O)(=O)N1CCOCC1
 : 2%, -1%, ?, ?, ., ?
#15 COc1cccc(NC(=O)CN(C)C(=O)CSc2nc3ccccc3s2)c1
 : -4%, -3%, -30%, ?, ., -2%
#16 O=Cc1cn(CCC(=O)O)nc1-c1cc2ccccc2o1
 : -9%, 2%, 17%, ?, 0%, 72%[activator]
#17 COc1ccc(NS(=O)(=O)c2cccc(NC(=O)NCCCl)c2)cc1
 : 1%, 5%, 7.9µM*, ?, 9%, -18%
#18 CCOc1ccc(NC(=O)CCC(=O)NNC(=O)NC2CCCCC2)cc1
 : -1%, 2%, ., 32%[activator], -5%, -22%
#19 CC(C)CN(C(=O)COC(=O)CSc1ccccc1)c1c(N)n(Cc2ccccc2)c(=O)[nH]c1=O
 : -4%, 0%, -3%, 34%[activator], ., -10%
#20 O=C(Cn1nnc(-c2ccncc2)n1)N(C1CCCCC1)C1CCCCC1
 : -23%, ?, -1%, 9%[5.75 µM], 2%, ?

A different layout for some results above.
10) CCOC(=O)c1ccc(S(=O)(=O)Nc2cc(C(=O)O)ccc2Cl)cc1
11) CCOc1ccc(NS(=O)(=O)c2ccc(C(=O)N(C)CCc3ccc(OC)c(OC)c3)cc2)cc1

assay / entry	10	11
Sm TGR block	-7%	5%
Tb PYK inh	-20%	4%
HCV inh	12%	.
Pf growth 96h	10%	40%[activator]
LmPK inhibitor	2%	0%
Pf growth 48h	-2%	32%[activator]

(cont.)
The line under a structure holds: Sm TGR block, Tb PYK inh, HCV inh, Pf growth 96h, LmPK inhibitor, Pf growth 48h
#21 CCCCCCCOC(=O)c1ccc(OC(=O)c2cccnc2)cc1
 : -8%, 0%, 13%, -7%, 5%, .
#22 COc1ccc2c(c1)OC[C@H]1[C@H]2N2C(=O)[C@H](C)NC(=O)[C@@]2(C)[C@H]1c1ccccc1
 : 18%, 0%, 0%, ?, ., -6%
#23 COc1ccc(-c2csc(N3CCC(c4ccccc4)CC3)n2)cc1
 : -15%, -10%, 8%, 19%, 6%, 13%
#24 CC(C)c1ccc2c(c1)C1Cc3ccccc3C1N2 (centres undefined)
 : 7%, 3%, ?, ?, 3%, ?
#25 C=CCC1S/C(=N/N=C/c2cccs2)NC1=O (centres undefined)
 : 0%, -7%, 12%, ?, 4%, 26%
#26 COC(=O)c1ccccc1NC(=O)C1CCCN(S(=O)(=O)c2ccc(F)cc2)C1 (centres undefined)
 : 0%, 32%[activator], -22%, ., 4%, -3%
#27 CCCCOC(=O)CN1C(=O)c2ccc(C(=O)OCCCC)cc2C1=O
 : 3%, -2%, 2%, ?, -7%, 13%
#28 O=c1[nH]c2cc3c(cc2cc1CN(CC1CCCO1)S(=O)(=O)c1ccc(Cl)cc1)OCCO3 (centres undefined)
 : -7%, 0%, 7%&10%, 12µM*, 2%, 39%[activator]
#29 CSc1nc(O)c(/C=C2\C=Nc3ccccc32)[nH]1
 : -10%, 1%, ?, 24%, -14%, 132%[activator]
#30 COc1ccc(NC(=O)C2C3CCC4C(CCC32)C4(Cl)Cl)cc1 (centres undefined)
 : -10%, 6%, 35%[activator], 5.2µM*, 1%, 4%
#31 Cc1c(C(=O)C(=O)NCCC2=CCCCC2)c2ccccc2n1C
 : -1%, 1%, 18%, 4%, 1%, ?
#32 Cc1ccc(O)c(CCc2ccccc2)n1
 : 4%, 7%, 2%, 22%, -9%, ?
#33 O=S(=O)(NCc1ccccc1)c1cccs1
 : 2%, 1%, ?, -18%, -10%, .
#34 CCSc1nc(C)nc2c1oc1ccccc12
 : 12%, 4%, ?, ., -5%, 8%
#35 COc1cccc(C(=O)/C=C/Nc2ccc(S(=O)(=O)Nc3ncccn3)cc2)c1
 : -10%, -1%, 4%, ?, 1%, 30%
#36 COC(=O)[C@@]1(Cc2ccc(OC)cc2)[C@H]2c3cc(C(=O)N(C)C)[nH]c3C[C@H]2CN1C(=O)c1ccccc1
 : -4%, -4%, -1%, ?, 1%, 4.7µM*
#37 CN1CCN(c2ccc(-c3ccnn3C(=O)Nc3cccc(C(F)(F)F)c3)cc2)CC1
 : ., 9%, -4%, -7%, 1%, -74%
#38 CCOc1cc(CNc2cccc3[nH]c(C)nc23)ccc1OC
 : -28%, -7%, ?, 18%, 7%, 12µM*
#39 COc1ccccc1/C=C/C=N/NC(=O)CN1CCN(Cc2ccccc2)CC1
 : -11%, 1%, ?, -12%, 2%, ?
#40 O=C(OCC(=O)N1CCCC1=O)c1nc(Cl)c(Cl)c(Cl)c1Cl
 : ?, -1%, ?, 22%, -8%, -2%

The closing five entries of the part before open the next one.
The line under a structure holds: Sm TGR block, Tb PYK inh, HCV inh, Pf growth 96h, LmPK inhibitor, Pf growth 48h
#36 COC(=O)[C@@]1(Cc2ccc(OC)cc2)[C@H]2c3cc(C(=O)N(C)C)[nH]c3C[C@H]2CN1C(=O)c1ccccc1
 : -4%, -4%, -1%, ?, 1%, 4.7µM*
#37 CN1CCN(c2ccc(-c3ccnn3C(=O)Nc3cccc(C(F)(F)F)c3)cc2)CC1
 : ., 9%, -4%, -7%, 1%, -74%
#38 CCOc1cc(CNc2cccc3[nH]c(C)nc23)ccc1OC
 : -28%, -7%, ?, 18%, 7%, 12µM*
#39 COc1ccccc1/C=C/C=N/NC(=O)CN1CCN(Cc2ccccc2)CC1
 : -11%, 1%, ?, -12%, 2%, ?
#40 O=C(OCC(=O)N1CCCC1=O)c1nc(Cl)c(Cl)c(Cl)c1Cl
 : ?, -1%, ?, 22%, -8%, -2%
#41 COc1ccc(/C=N/N(Cc2ccccc2)c2ccccc2)cc1O
 : -20%, -21%, -10%, ?, 3%, ?
#42 O=C(/C=C/c1ccccc1Cl)N(Cc1ccccc1)C1CCS(=O)(=O)C1 (centres undefined)
 : 0%, 8%, -1%, ?, 3%, -18%
#43 O=C(Nc1ccncc1)Nc1ccc(F)c(Cl)c1
 : -3%, -16%, 3%, 20%, -2%, 3.3µM*
#44 CC(=O)Nc1ccc(NC(=O)c2ccccc2N(C)S(=O)(=O)c2ccc(C)cc2)cc1
 : 2%, -2%, 14%, 5%, 0%, 21%
#45 C/C(=N\NC(=O)CSc1ncccn1)c1ccc2c(c1)OCCO2
 : 18%, 1%, 13%, ?, 9%, 27%
#46 COc1ccc2[nH]c(C)c(C(=O)CN3CCN(C(=O)c4ccco4)CC3)c2c1
 : ?, -6%, -1%, ., 1%, ?
#47 O=C(Nc1ccc(C(F)(F)F)cc1)c1cccn(Cc2ccc3c(c2)OC(F)(F)O3)c1=O
 : -15%, 4%, 10µM*, 21%, 2%, -4%
#48 Cn1nc(C(=O)N2CCCC2)c2ccccc2c1=O
 : 4%, 0%, 19%, -17%, -7%, 12%
#49 O=C(N/N=C/c1ccc(-n2ccnc2)cc1)c1cccs1
 : 1%, -3%, -5%, 47%[activator], -14%, 44%[activator]
#50 O=c1c2ccccc2nc(SCc2cccc(F)c2)n1Cc1ccco1
 : -17%, -11%, ?, 7%, -5%, ?
#51 CCCN(CC1CC1)C(=S)NC(=O)c1cc(Br)ccc1Cl
 : -12%, -8%, -2%, ?, ., 13µM*
#52 C/C(Cc1ccccc1)=N\NC(=O)CNC(=O)c1ccc(C(C)(C)C)cc1
 : -9%, 1%, 17%, 44%[activator], 0%, 27%
#53 CCOC(=O)C1=NN(c2cccc(Cl)c2)C2=NC(C)=C(C(=O)OC)C(c3cccs3)N12 (centres undefined)
 : 5%, ., -1%, 2%, 1%, ?
#54 CCOC(=O)CSc1ccc(C(=O)NCCCN2CCOCC2)cc1[N+](=O)[O-]
 : 5%, 0%, 9%, ?, -2%, 13%
#55 Nc1nc2ccccc2n1Cc1ccc(Cl)c(Cl)c1
 : 1%, 0%, -21%, ?, 3%, 10µM*
#56 CCOCCCNC(=O)c1c[nH]c2cc(OC)ccc2c1=O
 : 0%, -3%, 33%[activator], 11%, 7%, -12%
#57 CCCCC(=O)NC(c1ccccc1Cl)c1ccc2cccnc2c1O (centres undefined)
 : 0%, 0%, 2.2µM*, 120%[activator], 0%, 2.3µM*
#58 CN(C)/C=C1\SC(=S)N(N2C(=O)C3C4C=CC(C4)C3C2=O)C1=O (centres undefined)
 : 14%, 2%, 1%, 12%, 0%, -20%
#59 CCc1cc(=O)oc2c(C)c(O[C@@H]3O[C@H](CO)[C@@H](O)[C@H](O)[C@H]3O)ccc12
 : -17%, 21%, -19%, 30%, -5%, 0%

Full records, looked up by structure. Values in the order: Sm TGR block | Tb PYK inh | HCV inh | Pf growth 96h | LmPK inhibitor | Pf growth 48h
CC(=O)Nc1ccc(NC(=O)c2ccccc2N(C)S(=O)(=O)c2ccc(C)cc2)cc1 is entered as 2% | -2% | 14% | 5% | 0% | 21%
CCCN(CC1CC1)C(=S)NC(=O)c1cc(Br)ccc1Cl is entered as -12% | -8% | -2% | ? | . | 13µM*
CCCCC(=O)NC(c1ccccc1Cl)c1ccc2cccnc2c1O (centres undefined) is entered as 0% | 0% | 2.2µM* | 120%[activator] | 0% | 2.3µM*
O=C(Nc1ccc(C(F)(F)F)cc1)c1cccn(Cc2ccc3c(c2)OC(F)(F)O3)c1=O is entered as -15% | 4% | 10µM* | 21% | 2% | -4%
